# Scp-1 inhibitor – Scp-1 (human) phosphatase inhibition | Q9GZU7 | Recombinant Scp1, phosphopeptide, malachite green phosphate absorbance | inhibition, % at 20 µM | hit rate 0.88% among 340,000 | AID 493091;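 active means inhibition above about 50% at 20 µM, limit read from the data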;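 further: plate controls were DMSO wells with enzyme for no effect and wells lacking enzyme for full effect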
#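 Test system: SCP-1 phosphatase catalytic domain, residues 76-261; measured by: colorimetric phosphate reagent with accelerator and stabiliser, absorbance at 630 nm; timing: enzyme reaction 45 min at room temperature, colour 5 min, stabilisation 30 min; also added: Phosphorylated 17-residue peptide substrate; compound dosing: one concentration, 20 µM, with 1.0% DMSO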
# E coli Lon inh – E. coli protease La inhibition; P0A9M0; inhibition, % at 7.94 µM; AID 602123; hit rate 0.42% among 360,000; purified E. coli Lon protease, fluorescence polarization; in the data active means inhibition above about 13%, passing the limit was not always enough;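 further: 0% = enzyme with probe and DMSO and 100% = no enzyme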
# NRP1-CendR mod – alters CendR peptide binding to human NRP-1 | AID 602438 | inhibition, % at 25 µM | hit rate 0.85% among 360,000 | FAM-RPARPAR peptide binding to NRP-1, fluorescence polarization;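 active means inhibition or corrected inhibition above about 18%, plus a signal ratio from 0.5 to 1.5, limit read from the data, passing the limit was not always enough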; further: strong numbers were not always called active
# LMPTP block – LMPTP (human) inhibition. recombinant LMPTP-A, OMFP fluorogenic substrate, fluorescence intensity. inhibition, % at 20 µM. P24666. hit rate 0.22% among 360,000;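 active means compounds that cut the enzyme signal by at least half of the control window in the single-dose screen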;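 further: plate controls were DMSO wells with enzyme plus substrate for no effect and substrate without enzyme for full effect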
#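 Buffer or medium: Bis-Tris pH 6.0, DTT, detergent; Assay system: LMPTP-A enzyme; Quantity: 0.625 nM enzyme; Detection: endpoint fluorescence intensity; Times: 50 min dark incubation at room temperature; Controls: substrate-only low control, DMSO enzyme-plus-substrate high control; Doses: single 20 µM dose; Read-out: percent inhibition versus substrate-only and uninhibited controls; Reagent: 400 µM OMFP.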
# DNMT1 block – DNMT1 (human) enzyme inhibition; P26358; DNMT1 molecular beacon, Hinp1I cleavage, fluorescence; inhibition (reported as % activation of signal), % at 10 µM; hit rate 0.83% among 360,000; AID 588458; in the data active means inhibition above about 50%
# Target sequence (P26358 504-1616 limits assumed): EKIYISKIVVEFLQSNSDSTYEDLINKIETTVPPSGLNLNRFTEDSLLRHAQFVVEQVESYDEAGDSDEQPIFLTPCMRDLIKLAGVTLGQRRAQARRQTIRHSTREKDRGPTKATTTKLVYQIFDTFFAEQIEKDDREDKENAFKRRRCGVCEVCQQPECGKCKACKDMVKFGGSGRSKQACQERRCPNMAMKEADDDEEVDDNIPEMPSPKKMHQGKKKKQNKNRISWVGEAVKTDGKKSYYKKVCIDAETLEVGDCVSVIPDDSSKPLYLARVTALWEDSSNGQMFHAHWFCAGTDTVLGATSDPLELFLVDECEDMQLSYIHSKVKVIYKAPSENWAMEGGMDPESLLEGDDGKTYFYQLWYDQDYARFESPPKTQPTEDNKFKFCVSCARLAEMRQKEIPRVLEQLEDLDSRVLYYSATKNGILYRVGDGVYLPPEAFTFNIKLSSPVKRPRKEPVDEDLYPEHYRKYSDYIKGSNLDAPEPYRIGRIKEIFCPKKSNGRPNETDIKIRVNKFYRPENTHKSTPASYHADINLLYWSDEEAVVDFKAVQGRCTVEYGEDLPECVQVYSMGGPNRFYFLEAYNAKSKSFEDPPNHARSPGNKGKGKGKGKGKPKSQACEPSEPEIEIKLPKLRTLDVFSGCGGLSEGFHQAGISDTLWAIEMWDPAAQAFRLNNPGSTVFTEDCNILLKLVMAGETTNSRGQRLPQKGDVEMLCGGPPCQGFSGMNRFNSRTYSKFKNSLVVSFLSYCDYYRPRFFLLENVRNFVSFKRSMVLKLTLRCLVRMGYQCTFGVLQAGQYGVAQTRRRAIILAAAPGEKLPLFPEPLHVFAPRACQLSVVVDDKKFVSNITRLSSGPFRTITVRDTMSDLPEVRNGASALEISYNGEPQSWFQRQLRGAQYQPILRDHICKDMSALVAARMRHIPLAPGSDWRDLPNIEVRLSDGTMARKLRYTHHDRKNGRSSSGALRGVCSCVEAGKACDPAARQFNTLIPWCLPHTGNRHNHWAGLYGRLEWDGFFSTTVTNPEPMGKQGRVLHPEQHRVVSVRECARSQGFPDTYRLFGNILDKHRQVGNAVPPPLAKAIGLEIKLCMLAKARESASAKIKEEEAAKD
# MsrA inhibitor – inhibitors of bovine MsrA. purified bovine MsrA, absorbance read-out. inhibition, % at 15.5 µM. hit rate 0.75% among 360,000. AID 651718; in the data active means inhibition above about 4.5%;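 further: 0% = vehicle wells with enzyme and 100% = reference inhibitor wells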
# STEP inh – blocks human striatal-enriched tyrosine phosphatase | recombinant STEP, OMFP fluorogenic substrate, fluorescence | AID 588621 | P54829 | hit rate 0.25% among 360,000 | inhibition, % at 20 µM;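 active means inhibition at 20 µM, scaled per plate between control wells, above about 37%, limit read from the data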;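 further: 0% = DMSO with enzyme and substrate and 100% = substrate only without enzyme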
#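 Assay system: isolated STEP enzyme / Timing: 20 min at room temperature, dark / Doses: 20 µM, 1% DMSO / Technique: fluorescence intensity, excitation 480 nm, emission 540 nm / Reagent: fluorogenic phosphatase substrate OMFP at 25 µM final / Measure: percent inhibition scaled to no-enzyme and uninhibited-enzyme controls, plate-pattern corrected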
# SUMO1 PPI mod – modulators of human SUMO1-mediated protein-protein interactions; P63165; SUMO1 binding to a labelled peptide, TR-FRET, 1 h; inhibition, % at 20 µM; hit rate 0.33% among 360,000; AID 602429; in the data active means inhibition above about 37%
# bovine MsrA act – activators of bovine methionine sulfoxide reductase A; purified bovine MsrA, absorbance read-out; activation, % at 10.6 µM; hit rate 0.3% among 360,000; AID 602163; in the data active means activation above about 7.5%;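 further: 0% = vehicle and 100% = reference activator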
# Tb MetRS inh – Trypanosoma brucei MetRS inhibition. inhibition, % at 11.9 µM. purified T. brucei MetRS, ATP depletion, Kinase-Glo luminescence. hit rate 0.4% among 360,000;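 active means inhibition above a per-plate cutoff of the control wells' mean inhibition plus 3 SD, cut at about 5.5% in these data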;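 further: 0% = DMSO wells median and 100% = median of wells with control inhibitor compound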
#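 System: purified T. brucei MetRS enzyme / Detection: Kinase-Glo luciferase luminescence reporting remaining unconsumed ATP / Medium: HEPES buffer with MgCl2, KCl, DTT, spermine, BSA, pyrophosphatase / Replication: singlicate, one well per compound / Evaluation: percent inhibition relative to median high and low control wells / Schedule: 2 h aminoacylation at 25 °C after 15 min preincubation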
# Active calls of the source: *; nt = no result given.
1: O=C(Nc1ccc(OCc2ccccc2Cl)cc1)c1cccnc1
2: CC(C)CC(N)c1csc(NC(=O)Nc2ccccc2Cc2ccccc2)n1 (centres undefined)
3: CCc1nc(CN2CCN(c3cc(C(F)(F)F)ccn3)CC2)c(C)[nH]1
4: O=C(NC1(C(F)(F)F)NC(=O)N(Cc2ccccc2)C1=O)c1cccs1 (centres undefined)
5: COc1cccc(C(=O)CSc2nc3ccccc3n2CC(=O)N(C(C)C)C(C)C)c1
6: CN(c1ccccc1)S(=O)(=O)c1ccc(NC(=O)c2nc(S(C)(=O)=O)ncc2Cl)cc1
assay / entry,1,2,3,4,5,6
Scp-1 inhibitor,-2,nt,-8,-11,7,-2
E coli Lon inh,9,1,-9,-6,-7,-10
NRP1-CendR mod,-5,11,1,4,2,3
LMPTP block,0.5,0.4,-0.5,-0.6,-0.5,2.5
DNMT1 block,-6,-1,1,-1,28,3
MsrA inhibitor,1.3,0.3,-0.5,-1.3,0.3,0.0
STEP inh,-2,3,-2,0,0,-1
SUMO1 PPI mod,3,-23,-6,0,5,-9
bovine MsrA act,-7,-3,0,1,5,-6
Tb MetRS inh,-0.6,0.1,0.1,0.4,-0.3,0.5

7: Cc1c(N=C2NC(=O)C(CC(=O)Nc3ccccc3)S2)c(=O)n(-c2ccccc2)n1C (centres undefined)
8: O=C(O)c1ccccc1C(=O)NCC(O)COc1ccc(Cl)cc1 (centres undefined)
9: CCc1ccccc1NC(=S)N1CCN(c2ccccc2F)CC1
10: COc1cc(OC)cc(C(=O)NC2CC3CCC(C2)N3C)c1 (centres undefined)
11: COc1ccc(S(=O)(=O)N2CCC(C(=O)NCC(c3cccs3)N(C)C)CC2)cc1 (centres undefined)
12: COc1cccc(COc2nc3c(c(=O)n(C)c(=O)n3C)n2C)c1
assay / entry,7,8,9,10,11,12
Scp-1 inhibitor,0,3,-14,2,-4,3
E coli Lon inh,0,-7,-4,-6,-7,4
NRP1-CendR mod,-18,-10,11,2,-8,6
LMPTP block,-1.2,-1.3,-1.6,-0.5,-0.3,-2.3
DNMT1 block,-6,-2,4,4,1,1
MsrA inhibitor,-0.4,-0.7,-0.2,0.5,-0.6,-2.0
STEP inh,-1,-3,5,-3,3,3
SUMO1 PPI mod,-2,-9,9,2,2,-3
bovine MsrA act,-1,-1,-2,-11,-3,-3
Tb MetRS inh,0.4,0.0,0.7,-0.4,-0.1,1.5

# Record cards (already shown). Order of screens: Scp-1 inhibitor, E coli Lon inh, NRP1-CendR mod, LMPTP block, DNMT1 block, MsrA inhibitor, STEP inh, SUMO1 PPI mod, bovine MsrA act, Tb MetRS inh
# COc1cc(OC)cc(C(=O)NC2CC3CCC(C2)N3C)c1 (centres undefined) as listed: 2, -6, 2, -0.5, 4, 0.5, -3, 2, -11, -0.4
# O=C(O)c1ccccc1C(=O)NCC(O)COc1ccc(Cl)cc1 (centres undefined) as listed: 3, -7, -10, -1.3, -2, -0.7, -3, -9, -1, 0.0
# COc1ccc(S(=O)(=O)N2CCC(C(=O)NCC(c3cccs3)N(C)C)CC2)cc1 (centres undefined) as listed: -4, -7, -8, -0.3, 1, -0.6, 3, 2, -3, -0.1

# Continuation:
13: COc1ccc(OC)c(S(=O)(=O)N/N=C\c2c[nH]c3ccccc23)c1
14: O=C(Nc1ccc2c(c1)OCO2)c1ccc2sc([C@H]3C[C@H](O)[C@@H](CO)O3)nc2c1
15: Cc1ccc(-n2nnnc2SCC(=O)N2CCc3ccccc3C2)cc1
16: NS(=O)(=O)c1ccc(NC(=S)NCc2cccc(Cl)c2)cc1
17: CCOC(=O)CN1C(=O)CSc2ccc(S(=O)(=O)N3CCOCC3)cc21
18: C#CCN1C=CC(=O)[C@@H](OC(=O)Nc2ccc(Br)cc2)[C@H]1c1ccccc1Br
assay / entry,13,14,15,16,17,18
Scp-1 inhibitor,-2,nt,-11,-14,-4,-16
E coli Lon inh,-16,3,5,1,-6,8
NRP1-CendR mod,-8,-8,-3,3,3,-4
LMPTP block,0.2,-1.6,1.5,1.8,-2.3,1.6
DNMT1 block,-1,0,-8,-8,3,-7
MsrA inhibitor,-0.9,1.8,0.6,-0.6,-0.2,0.9
STEP inh,-3,-1,2,-2,4,0
SUMO1 PPI mod,-1,8,-3,-2,5,0
bovine MsrA act,-5,-9,-2,1,-5,-1
Tb MetRS inh,0.1,0.2,-1.0,17*,0.1,1.0

19: Cc1ccc(-n2c(CSc3nc(C)cc(C)n3)nnc2SCC(=O)N2CCCC2)cc1
20: N#CCCNc1ccc(OCCC#N)cc1
21: CCCNC(=O)C1(C)CCCN(Cc2ccccc2N(C)C)C1 (centres undefined)
22: CCOC(=O)N1CCN(C(=O)C2CCC(=O)N2C(C)C)CC1 (centres undefined)
23: C/C(=N\NC(=O)C1CCCC1)c1ccc(Cl)c(Cl)c1
24: O=C(C=CC(=O)OC1CCCCC1)OC1CCCCC1
assay / entry,19,20,21,22,23,24
Scp-1 inhibitor,-3,-18,nt,2,-11,-7
E coli Lon inh,0,3,-10,16,1,-2
NRP1-CendR mod,-7,2,1,-23,6,0
LMPTP block,-1.0,-1.0,-1.1,-1.4,0.6,1.4
DNMT1 block,1,1,5,4,2,5
MsrA inhibitor,0.4,0.8,0.9,2.6,-0.6,0.9
STEP inh,1,-1,-1,-3,2,0
SUMO1 PPI mod,1,-3,-12,0,35,0
bovine MsrA act,-1,2,-2,-6,-2,-4
Tb MetRS inh,-0.6,0.6,-0.1,-0.3,0.2,-0.2

25: CCOc1ccc(N(C(=O)CNC(=O)c2cccs2)C(C(=O)NCC2CCCO2)c2ccc(OC)c(OC)c2)cc1 (centres undefined)
26: CC(NC(=O)c1ccc2nc[nH]c2c1)c1ccccc1 (centres undefined)
27: O=[n+]1c2c(n([O-])c3ccccc31)CCC2
28: COc1ccc(O)c(C(=O)c2cc(C#N)c(=O)n(Cc3ccccc3)c2)c1
29: COC(=O)[C@@]1(Cc2ccc(F)cc2)[C@H]2c3cc(C(=O)N(C)C)n(CCF)c3C[C@H]2CN1C(=O)c1ccccc1
30: O=c1oc2cc(OCc3c(F)cccc3Cl)ccc2cc1-c1ccccn1
assay / entry,25,26,27,28,29,30
Scp-1 inhibitor,9,-1,-4,-10,nt,-10
E coli Lon inh,-5,1,8,-17,-10,-5
NRP1-CendR mod,0,5,6,-10,6,-2
LMPTP block,1.0,-0.6,-3.1,-0.1,0.7,1.2
DNMT1 block,2,-2,-1,0,nt,0
MsrA inhibitor,-0.1,-0.7,nt,1.6,-0.4,0.5
STEP inh,1,1,-1,3,nt,0
SUMO1 PPI mod,0,1,-7,-9,6,-6
bovine MsrA act,-10,1,-3,-4,-2,-7
Tb MetRS inh,-0.9,-0.5,-0.1,-0.4,-0.2,0.0

31: Cc1cc(C)n(CCC(=O)N/N=C/c2ccc(Br)c([N+](=O)[O-])c2)n1
32: CC1(c2ccc3c(c2)OCCCO3)NC(=O)N(CC(=O)NCCc2ccc(F)cc2)C1=O (centres undefined)
33: COc1ccc2cc(N=Cc3nc(-c4ccc(C)cc4)oc3O)cnc2c1
34: O=C(O)CNc1ncccc1[N+](=O)[O-]
35: COc1ccc(CC(=O)NNC(=S)NC(=O)c2cccnc2)cc1
36: CC1Cc2cc(/C(O)=C3\C(=O)C(=O)N(CCN(C)C)C3c3ccccc3F)ccc2O1 (centres undefined)
assay / entry,31,32,33,34,35,36
Scp-1 inhibitor,-11,nt,-2,-3,-9,-8
E coli Lon inh,4,-5,-2,-15,5,-3
NRP1-CendR mod,5,-2,3,-8,-4,-2
LMPTP block,0.4,-0.9,3.1,-1.7,29,1.9
DNMT1 block,-1,1,37,0,4,-1
MsrA inhibitor,-0.1,1.5,-0.6,2.8,-1.6,1.3
STEP inh,0,-2,2,-1,-1,3
SUMO1 PPI mod,-22,2,-3,-18,5,-1
bovine MsrA act,-5,-4,0,-5,0,0
Tb MetRS inh,-0.2,0.2,-0.3,-1.6,-0.4,-0.1

37: COc1cc(OC)c(NC(=O)CCCn2c(=O)oc3ccccc32)cc1Cl
38: Cc1cc(C)nc(NC(N)=NCCc2c[nH]c3ccccc23)n1
39: CN(C)C(=O)C[C@@H]1C=C[C@@H](NC(=O)C2CCC2)[C@@H](CO)O1
40: CCOC(=O)N1CCN(S(=O)(=O)c2cc(Br)cnc2N)CC1
41: Cc1cc(=O)oc2cc(Oc3ccc(C(N)=O)cc3[N+](=O)[O-])ccc12
42: CC(=O)Nc1ccc(S(=O)(=O)Nc2c(NC3CCCCC3)c3ccccc3oc2=O)cc1
assay / entry,37,38,39,40,41,42
Scp-1 inhibitor,-5,4,nt,-8,0,-8
E coli Lon inh,-13,4,nt,5,-7,-12
NRP1-CendR mod,3,-1,-9,9,2,5
LMPTP block,0.3,0.3,-1.2,-1.4,-0.5,-1.1
DNMT1 block,-1,-6,nt,5,0,-1
MsrA inhibitor,0.4,-0.3,0.6,0.7,0.5,0.7
STEP inh,-2,-2,nt,-3,-2,-2
SUMO1 PPI mod,8,-1,5,-5,-23,-5
bovine MsrA act,-3,-4,nt,-2,-5,-4
Tb MetRS inh,-0.6,-0.6,-0.3,-0.6,0.1,-0.2

43: CCOC(=O)[C@@H]1[C@H]2COc3cc(OC)ccc3[C@H]2N2C(=O)N(c3ccc(F)cc3)C(=O)[C@@]12C
44: Fc1ccc(-c2c[nH]c(=S)n2Cc2ccccc2)cc1
45: CC1(C)Cc2c(c(N3CCOCC3)nc3sc(C(=O)Nc4cccc(Cl)c4)c(N)c23)CO1
46: O=C(OCC(=O)N1CCOCC1)c1cnc(Cl)c(Cl)c1
47: Oc1ccccc1C=NN=Cc1c(O)ccc2ccccc12
48: COc1ccc(C(c2sc3nc(C)nn3c2O)N2CCN(Cc3ccccc3)CC2)cc1OC (centres undefined)
49: CCN1C(=O)c2cccc3c(S(=O)(=O)Nc4ccc(O)c(C(=O)O)c4)ccc1c23
50: CC(=O)c1sc(NC(=O)c2cnc(Cl)c(Cl)c2)nc1C
51: CCOc1ccc(Oc2nc(N(CC)CC)nc(N3CCOCC3)n2)nn1
assay / entry,43,44,45,46,47,48,49,50,51
Scp-1 inhibitor,-11,9,1,-5,5,2,1,-13,15
E coli Lon inh,-4,0,-2,-16,0,-12,-7,-1,12
NRP1-CendR mod,1,7,1,15,-70,8,-5,-28,-1
LMPTP block,0.5,-0.4,-0.7,-1.8,-0.1,-0.9,-0.6,0.1,0.3
DNMT1 block,1,0,-5,2,27,-2,3,-4,3
MsrA inhibitor,2.0,0.9,2.7,-0.5,-0.1,1.4,2.9,1.8,-0.9
STEP inh,-3,2,1,-3,-8,-3,5,2,0
SUMO1 PPI mod,6,0,1,-4,-6,-3,-11,-13,1
bovine MsrA act,-2,1,-9,-1,-7,-4,-5,-13,-1
Tb MetRS inh,-0.2,0.1,-0.7,-0.3,-0.5,-0.1,1.2,-1.0,-0.6
